# Source: PubChem (The Scripps Research Institute Molecular Screening Center)
# ADAM17 inh – ADAM17 inhibitors, primary screen, biochemical, QFRET; Disintegrin and metalloproteinase domain-containing protein 17 (Homo sapiens), P78536; recombinant ADAM17, EDANS/DABCYL FRET peptide cleavage; inhibition, % at 6.95 µM; 0.83% of 370,000 active;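 active = inhibition above the mean of compounds lying between control limits plus 3 SD, set per campaign, cut at about 8.5% in these data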;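 note: 0% = DMSO-only wells as the low control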
# PLCg1 inh – PLC-gamma1 enzyme inhibitors, primary screen, biochemical, fluorescence, purified enzyme; inhibition, % at 12.2 µM; fluorogenic substrate; 0.84% of 370,000 active; AID 720700, 2013; in the data active = inhibition above about 9.5%
# sPLA2-III inh – human group III sPLA2 inhibitors, primary screen, biochemical, QFRET, BODIPY PC-A2 liposome substrate | Group 3 secretory phospholipase A2 (Homo sapiens), Q9NZ20 | QFRET BODIPY PC-A2 liposome hydrolysis, fluorescence | inhibition, % at 12.2 µM | 0.56% of 370,000 active;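 active = inhibition above mean plus 3 SD of compounds lying within the high and low control bounds, cut at about 19% in these data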;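 note: 0% = median of test compound wells and 100% = no enzyme DMSO wells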
# Target sequence (Q9NZ20 whole entry, looked up): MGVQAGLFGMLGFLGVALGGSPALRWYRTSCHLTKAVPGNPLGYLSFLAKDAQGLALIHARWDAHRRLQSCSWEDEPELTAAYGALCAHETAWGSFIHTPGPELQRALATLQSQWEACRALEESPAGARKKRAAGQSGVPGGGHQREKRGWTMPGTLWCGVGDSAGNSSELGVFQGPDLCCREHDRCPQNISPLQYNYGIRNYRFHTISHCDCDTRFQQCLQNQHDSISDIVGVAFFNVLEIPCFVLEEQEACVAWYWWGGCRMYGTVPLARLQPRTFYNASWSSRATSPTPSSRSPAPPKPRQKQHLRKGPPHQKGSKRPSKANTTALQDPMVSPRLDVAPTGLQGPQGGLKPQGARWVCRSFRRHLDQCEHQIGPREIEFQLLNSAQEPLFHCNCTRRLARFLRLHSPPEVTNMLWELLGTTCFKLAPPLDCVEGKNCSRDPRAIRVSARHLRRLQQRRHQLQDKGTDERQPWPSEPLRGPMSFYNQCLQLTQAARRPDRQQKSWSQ
# ssDAF-12 act – S. stercoralis DAF-12 nuclear receptor activators, primary screen, cell-based, luminescence, HEK293, GRIP1 co-expression, lit1-tk-luc | HEK293 ssDAF-12/GRIP1 lit1-tk-luc reporter; % of 3 µM dafachronic acid response | 1% of 370,000 active | activation, % at 6.8 µM | Nuclear hormone receptor DAF-12 (Strongyloides stercoralis);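 active = activation above the mean over all tested compounds plus 3 SD, cut at about 0.9% in these data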;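 note: 0% = DMSO-only wells and 100% = 3 µM delta7-dafachronic acid wells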
# ADAM10 inh – human ADAM10 inhibitors, primary screen, biochemical, QFRET, HTS | inhibition, % at 7 µM | recombinant ADAM10, EDANS/DABCYL FRET peptide cleavage, 3 h | 0.62% of 370,000 active;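 active = inhibition above a per-campaign cutoff equal to the mean of compounds falling between control-based bounds plus 3 SD, cut at about 20% in these data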;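 note: 0% = DMSO wells while the 100% control is not disclosed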
# Target sequence (O14672 214-748 limits assumed): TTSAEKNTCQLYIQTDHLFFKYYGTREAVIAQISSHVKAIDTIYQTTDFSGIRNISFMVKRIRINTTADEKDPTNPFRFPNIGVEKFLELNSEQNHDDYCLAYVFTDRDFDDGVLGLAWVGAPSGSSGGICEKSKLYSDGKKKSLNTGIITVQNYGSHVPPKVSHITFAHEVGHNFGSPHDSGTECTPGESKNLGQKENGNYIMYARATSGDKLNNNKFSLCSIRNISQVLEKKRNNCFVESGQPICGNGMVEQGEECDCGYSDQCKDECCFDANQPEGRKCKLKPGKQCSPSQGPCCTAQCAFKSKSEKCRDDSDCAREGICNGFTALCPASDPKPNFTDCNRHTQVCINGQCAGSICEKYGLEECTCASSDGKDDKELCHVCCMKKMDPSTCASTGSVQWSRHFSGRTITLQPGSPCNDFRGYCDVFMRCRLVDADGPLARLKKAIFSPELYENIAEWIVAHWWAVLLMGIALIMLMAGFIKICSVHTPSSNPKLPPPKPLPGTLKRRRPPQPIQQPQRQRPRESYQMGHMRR
# PLC-beta3 inh – human PLC-beta3 inhibitors, primary screen, biochemical, fluorescence; 1-phosphatidylinositol 4,5-bisphosphate phosphodiesterase beta-3 (Homo sapiens), Q01970; Purified PLC-beta3, fluorogenic substrate; inhibition, % at 12.2 µM; 0.18% of 370,000 active; AID 720704, 2013; in the data active = inhibition above about 11%;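 note: 0% = median of compound wells on plate and 100% = full blocker control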
# GAA850 FXN act – FXN promoter activators, primary screen, cell-based, luciferase luminescence, HEK293 lucGAA850; HEK293 lucGAA850 FXN promoter luciferase reporter, 24 h; percent of 10 µM SAHA response; 0.56% of 360,000 active; activation, % at 6 µM;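 active = activation above the average of all compounds screened plus 3 SD, cutoff fixed separately per campaign, cut at about 7.5% in these data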;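 note: 0% = DMSO wells and 100% = 10 µM SAHA wells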
# hgDAF12 agonist – H. glycines DAF-12 receptor agonists, primary screen, cell-based, luminescence, HEK293, GAL4 fusion, UAS-luciferase | 1.8% of 370,000 active | HEK293 GAL4-hgDAF12 UAS-luciferase reporter, agonist luminescence; normalized to butyrate control | Nuclear hormone receptor DAF-12 (Heterodera glycines), GAL4 fusion | activation, % at 6.8 µM;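 active = activation above a cutoff set at the mean of all screened compounds plus 3 SD, cut at about 10% in these data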;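 note: 0% = DMSO wells and 100% = sodium butyrate wells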
# hcDAF12 agonist – H. contortus DAF-12 nuclear receptor activators, primary screen, cell-based, luminescence, HEK293, lit1-tk-luc reporter; HEK293 hcDAF-12 lit1-tk-luc reporter; 0% DMSO, 100% Δ7-dafachronic acid; activation, % at 6.8 µM; 1.4% of 370,000 active;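 active = activation above the mean of all tested compounds plus 3 SD, cut at about 5.5% in these data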;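 note: 100% = response to 3 µM Δ7-dafachronic acid high control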
# DAX1 inh-1 – DAX1 (NR0B1) inhibitors on StAR promoter, primary screen, cell-based, luminescence, SF-1 (NR5A1), full-length DAX-1 | HEK293T StAR-luciferase reporter, SF-1/DAX-1 repression relief | inhibition, % at 6.8 µM | 1.1% of 370,000 active | AID 652010, 2013;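 active = inhibition above the mean over all tested compounds plus 3 SD, cut at about 3.6% in these data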;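 note: 0% = DAX-1 cells with DMSO and 100% = cells lacking DAX-1 with DMSO; higher inhibition means more luminescence from relief of DAX-1 repression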
# DAX1 inh-2 – DAX1 (NR0B1) inhibitors, primary screen, cell-based, HEK293, Gal4-DAX1, luciferase luminescence. Nuclear receptor subfamily 0 group B member 1 (Homo sapiens), P51843. HEK293 Gal4-DAX1 luciferase reporter. inhibition, % at 6.75 µM. 0.99% of 340,000 active. AID 504766, 2011;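 active = inhibition above the mean over all tested compounds plus 3 SD, cut at about 4.2% in these data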;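 note: 0% = DAX1-transfected cells with DMSO and 100% = empty-vector control cells with DMSO; inhibition shows as a rise in luminescence from relieved DAX1 repression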
# Numbers without * were called inactive; i = inactive; nt = not tested or not shown.
compound,ADAM17 inh,PLCg1 inh,sPLA2-III inh,ssDAF-12 act,ADAM10 inh,PLC-beta3 inh,GAA850 FXN act,hgDAF12 agonist,hcDAF12 agonist,DAX1 inh-1,DAX1 inh-2
Cc1ccc2c(c1)C(=O)C(=O)N2Cc1ccc(Br)cc1,-6,-1,16,-1.1,-24,-1,0.9,-0.9,0.1,0.1,1.4
CC(C)(C)c1cc(Cl)ccc1OCCn1ccnc1,-2,2,-22,-1.4,-5,-2,1.6,-0.2,-1.4,0.2,-2.0
Cc1nc2ncccn2c1-c1csc(Nc2ccc(N(C)C)cc2)n1,-6,-10,12,-0.9,-6,-15,2.0,-2.6,-0.1,0.5,0.1
CCc1cc2cc(C)cc(C)c2nc1SCC(=O)NNC(=O)c1ccco1,-4,-3,0,-1.3,0,0,2.2,-3.1,-1.2,0.1,-1.2
Cc1cc(C)cc(OCC(=O)NCCc2nc3ccccc3[nH]2)c1,1,1,-9,-1.8,4,0,1.9,-3.2,-0.6,0.2,0.3
CC(C)C(NC(=O)C(Cc1ccccc1)NC(=O)OCc1ccccc1)C(=O)O (centres undefined),2,2,-1,-1.0,1,2,1.2,3.0,-0.8,-0.3,-0.9
CS(=O)(=O)Nc1ccc(Cc2ccc(NS(C)(=O)=O)cc2)cc1,-2,-3,-4,-1.6,-21,-1,-3.2,1.6,-0.1,-0.3,1.7
CC(C)(C)NC(=O)NC(=O)CN1CCN(c2cccc(Cl)c2)CC1,-8,0,-2,-1.7,-1,-1,1.9,-3.5,-2.5,-1.5,3.5
O=C(Nc1ccc2c(c1)OCCO2)c1cnccn1,-2,4,2,-0.6,3,6,7.9*,10,1.5,3.6*,0.5
CCCC(=O)Nc1ccc(NC(=O)c2ccccc2OC)cn1,-3,0,5,-1.4,1,5,-0.1,-1.0,-0.4,0.8,-1.3
CC(=O)c1sc(N/N=C\c2cccc(Br)c2)nc1C,-2,-433,0,-1.5,-9,i,-0.8,4.8,-2.0,-0.3,1.3
CCc1nc2ccc(C(=O)NCCCN3CCCC3=O)cn2c1N(C=O)CC,-5,-12,-4,-0.8,-16,-15,-1.2,-4.2,0.2,-0.5,nt
O=C(CCn1c(=O)oc2ccccc21)N1CCOCC1,-3,2,-5,-1.6,-2,0,2.9,-1.5,-1.3,0.6,0.3
CC(=O)N1c2ccc(S(=O)(=O)N3CCC(C(=O)Nc4cccc(C)c4C)CC3)cc2CC1C (centres undefined),-1,0,0,-1.5,-5,-3,0.0,1.2,-0.6,-0.6,0.7
O=C(COc1ncnc2ccccc12)N1CCN(S(=O)(=O)c2ccc(Cl)cc2)CC1,-1,1,-4,-0.9,-1,2,0.5,-0.7,-1.9,-0.2,0.0
CCCC(C)NC(=O)COC(=O)c1cc(Br)c(Br)s1 (centres undefined),-2,-1,-4,-2.2,4,-3,0.2,-1.2,0.3,0.0,-0.4
CSCc1cccc(C(=O)OC(C)C(=O)Nc2c(C)n(C)n(-c3ccccc3)c2=O)c1 (centres undefined),-2,-2,-5,-1.4,-2,-5,0.8,2.2,-1.9,0.6,0.3
O=C(Nc1ccccc1Cl)NC1(C(=O)N2CCC(O)CC2)CCCCC1,-1,3,-1,-0.6,12,-2,1.3,-1.4,0.3,0.5,1.1
COC(=O)C1=C(C)N=C2SC(C#N)=C(N)N2C1c1cc(OC)c(OC)c(OC)c1 (centres undefined),-3,-67,-9,-0.8,-3,-86,-1.1,-0.6,-1.7,-0.5,0.2
Cc1nnc(NC(=O)CSc2nnc(Cc3ccccc3)n2Cc2ccccc2)s1,-9,0,4,-0.9,-13,3,-0.1,-0.8,-1.4,0.5,-0.8
O=C1CSC(c2cccnc2)N1Cc1ccc(Cl)c(Cl)c1 (centres undefined),-3,-1,1,-0.8,5,-8,1.9,-1.6,-0.9,0.1,1.2
CCCn1nnc(NC(=O)c2cccc(Cl)c2)n1,-6,2,6,-0.1,4,0,3.0,3.6,1.6,0.0,0.1
CCNC(=S)N(Cc1cc2cccc(C)c2[nH]c1=O)C1CCCC1,0,3,4,-1.2,-9,4,-6.3,-4.1,1.9,-0.5,-0.3
O=C(OCc1cn(-c2ccc(Cl)c(Cl)c2)nn1)c1ccccc1Cl,-5,-2,2,-1.0,-7,0,-0.3,1.4,-1.4,-0.2,1.5
CCOc1ccc(C(=O)CSc2nnc(C3CC3)n2C)cc1,0,2,-2,-0.3,-2,2,1.1,-1.0,0.9,0.3,0.7
C(C#CCN1CCOCC1)#CCN1CCOCC1,-6,0,14,-0.7,-6,2,1.6,-0.2,-0.7,-0.1,0.5
CC(=O)c1ccc(OCCCC(=O)Nc2nnc(C3CC3)s2)cc1,0,4,1,-0.6,-11,-1,-0.1,1.5,0.0,0.5,0.5
O=C(Cc1cccc(NC(=O)C2CCCN(C(=O)C3CCCC3)C2)c1)Nc1cccc(C(=O)N2CCOCC2)c1 (centres undefined),-3,0,2,-1.5,1,-1,-1.1,-3.6,-0.4,-0.3,-0.6
COc1cc(NC(=S)NCCc2ccccc2)c(OC)cc1NC(=O)C(C)C,-1,0,7,1.9*,-5,3,-1.3,-1.0,-1.7,-0.7,-0.1
Cc1cc(Br)ccc1SCC(=O)OCC(=O)Nc1ccc2[nH]c(=O)[nH]c2c1,-6,-5,-1,-0.1,-13,-14,1.1,3.0,1.5,-0.6,-0.5
O=C(/C=C/c1ccco1)NC(=S)Nc1nc(-c2ccc3ccccc3c2)cs1,-3,-7,6,-0.9,-2,-2,2.5,3.3,-0.3,0.4,-0.4
COc1cc2c(cc1OC)CN(C(=S)Nc1cccc(Cl)c1C)CC2,-17,-39,9,-1.0,-28,-57,1.9,-2.0,-1.5,-0.5,-1.4
Cc1cc(C)cc(OCc2nnc(SCC(=O)N3CCCCC3)o2)c1,0,0,-8,-1.1,-3,-9,1.1,0.4,-2.1,-0.2,0.6
CCN(CC)C(=O)c1cccc(NC(=O)CCc2nc3sc4c(c3c(=O)[nH]2)CCCC4)c1,1,-5,-11,-0.7,-15,-12,-0.8,-0.9,-2.3,-4.5,-2.6
CCCCn1c(N)c(N(CC(C)C)C(=O)CN2C(=O)NC3(CCC(C(C)(C)CC)CC3)C2=O)c(=O)[nH]c1=O (centres undefined),-1,-1,-1,-1.8,-2,-3,-0.9,1.1,0.1,1.1,0.3
CCc1cc(C(=O)OC)c(NC(=O)C2CC(=O)NN2Cc2ccccc2)s1 (centres undefined),9.3*,3,-30,-1.6,5,-6,4.8,-2.4,-0.1,-0.3,0.3
S=C(NCCc1ccc(Cl)cc1)NC1CC1,0,1,10,-0.5,-2,3,1.0,16*,-0.8,-0.2,1.4
COc1ccc(CN(C)CC2CCCN(CCc3ccccc3C)C2)cc1O (centres undefined),-2,5,-10,-2.0,-5,-3,0.4,-1.5,-0.8,-0.2,3.2
CC(Sc1nnc(Cc2ccc([N+](=O)[O-])cc2)o1)C(N)=O (centres undefined),-2,3,-2,-0.9,-4,-1,-1.6,-0.7,-1.0,-0.3,-0.9
Cc1ccc2oc(-c3cccc(NC(=O)Cc4cccs4)c3)nc2c1,0,-2,1,-1.4,3,-1,-0.8,1.2,-3.1,0.7,-0.3
O=C(CSc1nnc(NC(=O)c2ccccc2F)s1)NC1CCCC1,-1,-2,4,-0.2,2,-10,2.2,3.5,0.7,0.6,0.7
COc1ccc([N+](=O)[O-])cc1NC(=O)C(C)Sc1nc(C)c(C)c(C)n1 (centres undefined),2,3,3,-0.3,1,2,2.3,0.2,1.3,0.2,0.3
O=C(NC(c1ccccc1)c1cnccn1)C1CCN(CCCOc2ccccc2)CC1 (centres undefined),-2,0,5,-0.9,-3,2,0.1,-1.3,0.8,-0.1,nt
O=C1CCC(=O)N1c1ccc(NCCc2ccccc2F)c([N+](=O)[O-])c1,-3,1,1,-1.5,-9,-9,3.1,0.1,-0.9,-0.6,-0.6
CCNC(=S)Nc1ccc(Cc2ccncc2)cc1,-4,1,6,0.1,2,-5,0.4,-1.2,0.3,0.0,-0.7
Cc1ccccc1NN1C(=O)C=CC1=O,6,-2,1,-0.8,-14,6,0.8,-0.1,-1.0,-0.5,0.6
COc1cc(OC)c(NC(=O)CCCNC(=O)Cn2cnc3sc(C)c(C)c3c2=O)cc1Cl,1,-2,-5,-1.0,-4,-8,0.0,-0.3,-1.0,-0.2,1.9
O=C(CCCOc1ccccc1)N1CCCCC1,5,4,1,-0.7,-1,-4,-1.8,-0.1,4.7,3.5,-1.8
CC1(C)Oc2ccc3ccc(=O)oc3c2/C(=C/Nc2ccccc2)C1=O,-1,0,-1,-1.0,-9,1,2.4,0.1,-0.7,-0.4,0.5
Cc1ccc(C)c(OCCC(=O)Nc2cccc(S(=O)(=O)N3CCCC3)c2)c1,1,3,-23,-0.9,-2,-9,-1.8,-0.4,-0.9,-0.5,-0.2

# Continued.
compound,ADAM17 inh,PLCg1 inh,sPLA2-III inh,ssDAF-12 act,ADAM10 inh,PLC-beta3 inh,GAA850 FXN act,hgDAF12 agonist,hcDAF12 agonist,DAX1 inh-1,DAX1 inh-2
Nc1c(C(=O)O)ccc2c1C(=O)c1ccccc1C2=O,1,-2,-1,-0.8,1,-6,0.1,0.9,-2.4,-0.1,-0.1
CC(C)NC(=O)N(C)C[C@@H]1OCc2cn(nn2)CCCC(=O)N([C@H](C)CO)C[C@H]1C,-4,0,1,-1.2,-3,4,1.0,2.5,0.2,-0.4,1.3
CC(C)(C)NC(=S)NC(C)(C)C,0,0,5,-1.0,6,0,3.6,2.8,-0.6,-0.1,1.1
CC1=Nn2c(nnc2-c2cc(C)[nH]n2)SC1,3,7,8,-1.0,7,6,-0.9,-0.7,0.8,-0.3,1.5
CN(C)S(=O)(=O)c1ccc(C(=O)Nc2nc(-c3cccs3)cs2)cc1,-9,-4,-6,-2.5,-128,-7,-1.5,-4.7,-5.3,-3.3,-3.1
